Source: PubChem
DSG3 Ab inh = inhibitors of pemphigus antibody binding to DSG3, primary screen, biochemical, bead-based, flow cytometry, scFv-GFP; Desmoglein-3 (Homo sapiens), P32926; DSG3-coupled beads, scFv-anti-DSG3-GFP binding; hits give low values; binding (percent of control), % at 10 µM; 0.48% of 310,000 active;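 active = binding more than 3 SD below its plate's average and above zero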;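 note: hits lower antibody fragment binding to DSG3; some compounds called inactive have numbers as strong as hits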
MOR-DOR inv ag = inverse agonists of MOR-DOR heterodimerization, primary screen, cell-based, luminescence | Mu-type opioid receptor (Homo sapiens) + Delta-type opioid receptor (Homo sapiens), … | cell-based MOR-DOR heterodimer luminescence, inverse agonism | inhibition, % at 9.3 µM | 0.21% of 340,000 active | AID 504357, 2011; in the data active = inhibition above about 22%, passing the limit was not always enough;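 note: 0% = cells with DMSO and 100% = wells without cells with DMSO; values of inactives mirror those of a sister screen read the other way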
AddAB inh = growth inhibition of E. coli expressing H. pylori AddAB, primary screen, AddAB inhibitor project, absorbance; inhibition, % at 11.9 µM; 0.29% of 330,000 active; AID 435030, 2010; in the data active = inhibition above about 12%;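 note: 0% = vehicle wells of infected cells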
PKA-R1A activ = activators of PKA-R1A holoenzyme, primary screen, biochemical, fluorescence polarization, Cy5-IP20, bovine R1A, mouse PKAc. cAMP-dependent protein kinase type I-alpha regulatory subunit (Bos taurus) + …. PKA-R1A dissociation; scaled: DMSO 0%, 113 µM cGMP 100%. activation, % at 11.4 µM. 0.083% of 340,000 active. AID 504707, 2011;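 active = percent activation above the mean of all tested compounds plus 3 SD, cut at about 19% in these data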;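 note: higher means more PKAc released from R1A so a rise in polarization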
phage Ecoli inh = growth loss of phage-infected E. coli, primary screen, RecBCD inhibitor project, absorbance, with phage, HTS; inhibition, % at 11.9 µM; 0.26% of 360,000 active; in the data active = inhibition above about 11%
SUMO Mot1 rescue = yeast Mot1-301 growth rescue at high temperature, primary screen, SUMOylation pathway inhibitor project, S. cerevisiae, ATP luminescence, 38.5C | S. cerevisiae Mot1-301 growth rescue; percent above DMSO median, 100 means doubled | AID 2716, 2010 | 1% of 320,000 active | growth rescue, % at 18.8 µM;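 active = every valid replicate shows activation above 250% relative to neutral control wells; inactive = the rest, any valid replicate at or below 250%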;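 note: OY570 slx delta 5 strain wells were the positive control but not used for scaling; some compounds called inactive have numbers as strong as hits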
PfHsp90 yeast 2 = growth inhibition of PfHsp90-expressing yeast, primary screen, antimalarial PfHsp90 inhibitor project, S. cerevisiae, BacTiter-Glo luminescence, single point, set 2. inhibition, % at 9.4 µM. 0.32% of 310,000 active. BacTiter-Glo ATP, 48 h; yeast lacking PDR1 and PDR3 efflux regulators;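 active = every replicate shows inhibition above about 80%, whatever the replicate mean, limit read from the data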;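 note: 0% = DMSO neutral controls and 100% = 20 µM radicicol positive controls; yeast relying on Plasmodium falciparum Hsp90 in place of its own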
HTR5A ag ctr = HTR5A agonists in luminescence cell assay, primary screen, counter-screen for OPRM1-OPRD1 heterodimer agonist project, full-deck HTS; 5-hydroxytryptamine receptor 5A (Homo sapiens), P47898; cell-based; activation, % at 9.3 µM; 0.61% of 340,000 active; AID 504692, 2011; in the data active = activation mostly above about 9.5%, no sharp cut-off; inactive = mostly below about 7.6%;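 note: 0% = cells with vehicle only and 100% = reference agonist; strong numbers were not always called active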
Target sequence (P47898 whole entry, looked up): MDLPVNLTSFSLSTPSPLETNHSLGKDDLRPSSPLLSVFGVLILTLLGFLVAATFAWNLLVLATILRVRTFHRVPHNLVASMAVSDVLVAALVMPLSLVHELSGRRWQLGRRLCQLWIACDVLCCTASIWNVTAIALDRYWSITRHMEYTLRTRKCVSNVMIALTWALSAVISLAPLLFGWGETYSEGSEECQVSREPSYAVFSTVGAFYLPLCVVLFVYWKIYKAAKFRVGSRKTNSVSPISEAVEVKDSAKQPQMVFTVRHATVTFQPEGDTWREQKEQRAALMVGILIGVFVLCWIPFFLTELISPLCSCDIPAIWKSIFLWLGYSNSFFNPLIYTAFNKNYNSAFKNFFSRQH
MOR-DOR ag = agonists of OPRM1-OPRD1 heterodimerization, primary screen, cell-based, luminescence. activation, % at 9.3 µM. cells. Mu-type opioid receptor (Homo sapiens) + Delta-type opioid receptor (Homo sapiens), …. 0.3% of 340,000 active; in the data active = activation above about 18%;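 note: 0% = vehicle-treated cells and 100% = reference agonist; values of inactives mirror those of a sister screen read the other way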
HTR5A inv ctr = HTR5A inverse agonists in luminescence cell assay, primary screen, counter-screen for OPRM1-OPRD1 heterodimer inverse agonist project, full-deck HTS | 5-hydroxytryptamine receptor 5A (Homo sapiens), P47898 | HTR5A cell line, inverse agonism | inhibition, % at 9.3 µM | 0.083% of 340,000 active | AID 504634, 2011; in the data active = inhibition mostly above about 23%, no sharp cut-off; inactive = mostly below about 18%;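 note: 0% = cells with DMSO and 100% = no-cell wells with DMSO; some compounds called inactive have numbers as strong as hits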
Ecoli viability = E. coli V3065 growth inhibition, primary screen, counter-screen for AddAB inhibitor project, absorbance, OD600. 18 h. inhibition, % at 11.9 µM. 0.27% of 330,000 active. AID 449728, 2010;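 active = inhibition above the campaign's mean inhibition across all tested compounds plus 3 SD, cut at about 9.9% in these data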;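 note: uninfected addAB+ strain grown without phage in ampicillin broth; 0% = DMSO wells and 100% = ciprofloxacin 0.95 µg/ml wells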
Starred values were filed as active, the others as inactive; / = no result given. Hits appear at their usual frequency (roughly 3.2% active in at least one column).

SMILES | DSG3 Ab inh | MOR-DOR inv ag | AddAB inh | PKA-R1A activ | phage Ecoli inh | SUMO Mot1 rescue | PfHsp90 yeast 2 | HTR5A ag ctr | MOR-DOR ag | HTR5A inv ctr | Ecoli viability
COc1cc(OC)cc(-c2c(C#Cc3ccsc3)c3cc(-c4ccc(OC)c(OC)c4)ccc3n2C)c1 | 98 | 1 | 0.9 | 2 | -0.2 | 33 | -2 | -1 | -0.2 | 12 | -2.1
C/C(Cn1cnc([N+](=O)[O-])n1)=N\NC(=O)c1ccccc1F | 105 | 16 | 4.1 | 0 | 2.3 | -13 | 7 | 0 | -3.0 | -15 | 1.9
Cc1ccc(-n2c(SCC(N)=O)nnc2-c2ccccn2)cc1 | 104 | -4 | -0.1 | 2 | -1.0 | 102 | / | 1 | 0.8 | 22 | 0.0
CCCCCCC(C)n1cc(C(C)=O)c(=O)[nH]c1=O (stereo not given) | 107 | 11 | 1.9 | 8 | 1.7 | 20 | 8 | -4 | -2.0 | -38 | -0.6
CCc1ccccc1NC(=O)N1CCCC(CCC(=O)N(C)CCc2ccccn2)C1 (stereo not given) | 105 | 0 | 3.2 | -2 | 1.9 | -12 | -61 | -4 | 0.0 | 6 | 0.5
O=C1CCc2cc(S(=O)(=O)N3CCC(C(=O)NC4CCCc5ccccc54)CC3)ccc2N1 (stereo not given) | 107 | 17 | 3.4 | -5 | 1.2 | -18 | -8 | 4 | -3.4 | -12 | -1.5
O=C(Nc1ccncc1)c1ccc(NS(=O)(=O)c2cccc(F)c2)cc1 | 119 | -1 | 4.2 | 0 | 2.2 | -4 | -31 | 1 | 0.3 | -24 | 1.9
CN(C)c1nc(C(=O)Nc2ccccc2)nc(N(C)C)n1 | 107 | 5 | -0.4 | 4 | 3.0 | -3 | 5 | 2 | -0.9 | -1 | 0.5
CCOC(=O)c1cc2nc(OCC)nc(OCC)c2[nH]1 | 99 | 1 | / | -7 | 2.1 | / | 18 | 7 | -0.2 | -26 | /
O=C(O)CCNC(=O)CCCn1nnc2ccccc2c1=O | 104 | 2 | 2.8 | -3 | 2.6 | -12 | 9 | -2 | -0.4 | 7 | 3.5
O=C(NC1(C(F)(F)F)NC(=O)N(Cc2cccnc2)C1=O)c1ccccc1 (stereo not given) | 106 | 16 | -0.3 | 2 | 1.9 | -5 | / | 0 | -3.6 | -17 | 1.2
CCOc1cc(/C=N/n2c(COc3ccccc3)n[nH]c2=S)ccc1O | 98 | 10 | -1.7 | -9 | 1.4 | 70 | -11 | 2 | -2.2 | -9 | -1.2
CCCCCCN1N=C(C)C(C(=O)c2ccc(Cl)cc2)C1=O (stereo not given) | 102 | -6 | 5.0 | -1 | 5.6 | 553 | -55 | 6 | 1.1 | -18 | 0.9
O=P1(c2ccccc2)C=Cn2c1cc1c2CCCC1 (stereo not given) | 123 | 10 | 2.0 | 2 | 0.1 | -10 | -6 | 9 | -2.2 | 17 | -2.9
O=C1N/C(=N/O)S/C1=C/c1cccc([N+](=O)[O-])c1 | 95 | -1 | 1.5 | 5 | 1.5 | -11 | -5 | 1 | 0.1 | -3 | -2.1
O=C(Cc1ccccc1)N/N=C/c1ccc(Cl)cc1Cl | 93 | -23 | 0.7 | -3 | 0.8 | 22 | 1 | -2 | 4.4 | -14 | -1.2
O=C(N/N=C(\c1ccccc1)c1ccccn1)c1ccccc1Cl | / | 12 | 0.6 | -19 | -2.0 | -7 | / | 2 | -2.0 | -6 | -3.1
COc1cc(C2CC(=O)Oc3c2c(=O)n(C)c2ccccc32)ccc1O (stereo not given) | 105 | / | 0.5 | / | 4.3 | 5 | 26 | / | / | / | 0.0
Cc1c(NC(=O)C(C)Sc2ncnc3ccccc23)c(=O)n(-c2ccccc2)n1C (stereo not given) | 110 | 0 | 0.2 | 4 | 2.0 | 9 | -12 | 1 | -0.1 | -3 | -1.5
COc1ccc(Nc2cccc(Cl)c2)c(C(=O)O)c1 | 97 | 5 | 1.9 | -7 | 3.3 | -2 | -21 | -3 | -0.9 | 8 | -2.3
O=C(NCCCn1ccnc1)/C(=C\c1ccc(Br)cc1)NC(=O)c1ccccc1F | / | 11 | -2.8 | -9 | 4.7 | -11 | -4 | 2 | -2.1 | 7 | -0.4
CC(=O)Nc1cccc(NC(=O)CSc2nnc(NC(=O)C3CC3)s2)c1 | 108 | 11 | 1.6 | 1 | 4.5 | -14 | -17 | 3 | -2.6 | -8 | 0.8
O=C(Nn1c(C2CCC2)nc2ccccc2c1=O)C1CCC1 | 102 | 13 | 2.5 | -7 | 0.6 | 2 | 15 | -1 | -2.5 | 14 | -2.5
Fc1ccc(-n2c(-c3cc(C4CC4)[nH]n3)n[nH]c2=S)cc1Cl | / | 0 | 0.6 | -3 | 0.8 | 15 | -1 | 6 | -0.1 | -16 | -1.6
O=C(c1noc2c1CCCC2)N1CCN(c2ccc(F)cc2)CC1 | 101 | -6 | 0.4 | 1 | / | 1 | 1 | 7 | 1.1 | -3 | -3.1

Full records, quoted from the list. Screens in order: DSG3 Ab inh, MOR-DOR inv ag, AddAB inh, PKA-R1A activ, phage Ecoli inh, SUMO Mot1 rescue, PfHsp90 yeast 2, HTR5A ag ctr, MOR-DOR ag, HTR5A inv ctr, Ecoli viability
O=C(NCCCn1ccnc1)/C(=C\c1ccc(Br)cc1)NC(=O)c1ccccc1F is listed with /, 11, -2.8, -9, 4.7, -11, -4, 2, -2.1, 7, -0.4
COc1ccc(Nc2cccc(Cl)c2)c(C(=O)O)c1 is listed with 97, 5, 1.9, -7, 3.3, -2, -21, -3, -0.9, 8, -2.3
CN(C)c1nc(C(=O)Nc2ccccc2)nc(N(C)C)n1 is listed with 107, 5, -0.4, 4, 3.0, -3, 5, 2, -0.9, -1, 0.5
O=C(Nn1c(C2CCC2)nc2ccccc2c1=O)C1CCC1 is listed with 102, 13, 2.5, -7, 0.6, 2, 15, -1, -2.5, 14, -2.5

Further entries follow.
SMILES | DSG3 Ab inh | MOR-DOR inv ag | AddAB inh | PKA-R1A activ | phage Ecoli inh | SUMO Mot1 rescue | PfHsp90 yeast 2 | HTR5A ag ctr | MOR-DOR ag | HTR5A inv ctr | Ecoli viability
CCN1CCN(C(=O)C2CCC(=O)N(CCCN3CCCC3=O)C2)CC1 (stereo not given) | / | 13 | -1.3 | -2 | 1.2 | 17 | 13 | -1 | -2.6 | 7 | -1.1
Cc1cc(C)nc(NS(=O)(=O)c2ccc(NC(=O)C3(c4ccccc4)CCCC3)cc2)n1 | 100 | 1 | 1.8 | -15 | 0.3 | 6 | -3 | 4 | -0.2 | -14 | -0.4
Cc1c(N=C(N)/N=C(\N)Nc2ccc(Br)cc2)c(=O)n(-c2ccccc2)n1C | / | 8 | 0.9 | 1 | 1.0 | 3 | -12 | -1 | -1.6 | -11 | 2.8
O=C1CCN(C(=O)c2ccc(Cl)cc2)N1 | 98 | 4 | 2.8 | -10 | 4.5 | -11 | -10 | 1 | -0.5 | -1 | 0.3
COc1ccc(S(=O)(=O)N2CC(=O)Nc3ccccc32)cc1Cl | 117 | 7 | 4.8 | -5 | 1.4 | 1 | 11 | -1 | -1.2 | 1 | 1.7
C=CCNC(=O)c1ccc(OC)cc1OC | 102 | 15 | -0.7 | 1 | -1.1 | -7 | 2 | 1 | -2.4 | -2 | -1.1
Cc1[nH]nc(Sc2ccccn2)c1[N+](=O)[O-] | 91 | -1 | 2.2 | -16 | 3.2 | / | 27 | 0 | 0.2 | 17 | -1.2
C[C@H](C[C@H](O)[C@H]1OC1(C)C)C1=C2C[C@H](O)C3[C@@]4(C)CCC(=O)C(C)(C)C4CC[C@]3(C)[C@@]2(C)CC1 (stereo not given in full) | 101 | -72 | 0.2 | 8 | 5.1 | 53 | 23 | 2 | 12 | -5 | 2.9
Cc1cc(=O)oc2cc(OCC(=O)N3CCN(c4ccc(F)cc4)CC3)ccc12 | 103 | 10 | 2.6 | 3 | 4.0 | -6 | 0 | 5 | -1.8 | -19 | 1.2
Cc1cc(NC(=O)CSc2nc3cc(Cl)ccc3s2)no1 | 105 | 10 | 0.2 | -12 | 2.1 | 2 | 7 | -2 | -1.7 | -11 | -0.1
Cc1cc(C)c(S(=O)(=O)n2cc(C(C)C(N)C(=O)O)c3ccccc32)c(C)c1 (stereo not given) | 105 | 8 | 3.9 | -1 | 1.3 | -9 | -4 | 3 | -1.8 | 9 | -5.2
C/C(=N\OC(=O)c1ccc(C)cc1)c1c(C)nc2cc(C)ccn12 | 107 | 8 | 2.1 | -15 | 3.2 | 8 | 19 | -5 | -1.5 | -18 | 2.0
C/C(=N\Nc1cc(C)nc(NCc2ccccc2)n1)c1cccc([N+](=O)[O-])c1 | 117 | -3 | 7.5 | 3 | 3.6 | 29 | 17 | 2 | 0.6 | 7 | 0.8
O=C(O)c1ccc(-c2sc(Nc3ccccc3)n[n+]2-c2ccccc2)cc1 | 102 | -6 | 2.8 | -9 | 3.4 | -10 | -6 | -1 | 1.1 | -7 | 2.0
CN(C)C(CNC(=O)c1cc(S(=O)(=O)N(C)c2ccccc2)ccc1Cl)c1ccccc1 (stereo not given) | 91 | 4 | 1.8 | -11 | 2.5 | / | 2 | 6 | -0.9 | -17 | 3.1
CN(C)S(=O)(=O)c1cccc(NC(=O)c2ccc3c(c2)S(=O)(=O)N=C2CCCCCN23)c1 | 117 | 5 | -1.5 | -8 | 5.4 | / | / | 0 | -0.9 | 0 | 0.3
Cc1cc(C)c(C)c(S(=O)(=O)N2CCC(C(=O)N3CCCCCCC3)CC2)c1C | / | 7 | -1.4 | 1 | 1.2 | -3 | 18 | 1 | -1.4 | 18 | 0.7
Cc1ccccc1NC(=O)COC(=O)Cc1ccsc1 | 109 | 20 | 3.5 | 3 | 4.0 | -3 | -7 | 0 | -4.3 | 9 | -1.4
CC1CCCCC12NC(=O)N(CC(=O)OCc1ccccc1Cl)C2=O (stereo not given) | 99 | 5 | / | -3 | 2.3 | / | 13 | -9 | -1.0 | -14 | /
